# From PubChem
# D3 ag: qHTS of D3 Dopamine Receptor Agonist: qHTS | D3R DiscoveRx beta-arrestin cells, luminescence, 90 min | max activation, % | AID 652048, 2013 | 0.58% of 410,000 active; in the data active = max activation above about 30%; also: 0% is about no effect; mostly tested at two doses, the higher about 12 µM
# Target sequence (P35462 whole entry, looked up): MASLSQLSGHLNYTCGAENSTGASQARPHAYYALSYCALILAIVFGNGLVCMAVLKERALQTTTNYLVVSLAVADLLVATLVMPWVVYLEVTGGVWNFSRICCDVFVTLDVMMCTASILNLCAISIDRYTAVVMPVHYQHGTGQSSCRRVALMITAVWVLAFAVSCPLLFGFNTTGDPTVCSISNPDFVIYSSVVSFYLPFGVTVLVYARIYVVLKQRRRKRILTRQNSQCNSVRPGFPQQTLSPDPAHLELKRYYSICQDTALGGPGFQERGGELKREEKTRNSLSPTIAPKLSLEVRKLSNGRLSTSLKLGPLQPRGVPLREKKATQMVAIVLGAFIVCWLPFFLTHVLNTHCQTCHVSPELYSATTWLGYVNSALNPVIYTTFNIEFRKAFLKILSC
#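 Agonist-mode cell screen: cells plated at 1500/well and incubated overnight at 37 °C, then exposed to library compounds for 90 min at 37 °C. Detection reagent was added for 30–60 min at room temperature, and luminescence was read.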
# IL-1B inflam inh: qHTS for Inhibitors of Inflammasome Signaling: IL-1-beta AlphaLISA Primary Screen; activity change, % at 57.5 µM; THP-1 LPS/ATP IL-1B secretion, AlphaLISA, 16 h; active compounds read low; AID 743279, 2014; 4.7% of 360,000 active; in the data active = activity change below about -50%; inconclusive = mostly about -30% to -49%; also: % is scaled to controls: 0 for no effect and ±100 for the full control effect
#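 THP-1 cells pretreated 1 hr with compounds (up to 57.5 uM final), then stimulated with LPS (250 ng/mL final) plus ATP (1.25 mM final); secreted IL-1B measured by AlphaLISA after 16 hr, decreased signal indicating inhibition.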
# KB-V1 cytotox: qHTS assay for MDR1-selective chemotherapeutics: Primary screen using the drug-selected MDR subline cells KB-V1. 3.4% of 400,000 active. Potency, µM (doses to about 46.1 µM), for inactives: top-dose activity change, negative = cytotoxicity, usual class: cytotoxic. KB-V1 MDR cells viability, CellTiter-Glo, 72 h. AID 1347076, 2019; also: potency is read from the fitted curve at half-maximal effect; % is scaled to controls: 0 for no effect and ±100 for the full control effect; nearly all actives have a fitted effect of over 60% in size
#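 Compound-treated KB-V1 multidrug-resistant cells, 72 h, 37 degrees C; viability by CellTiter-Glo. Fitted qHTS curves give the values.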
# HT1080NT lethal: qHTS for induction of synthetic lethality in tumor cells producing 2HG: qHTS for the HT-1080-NT fibrosarcoma cell line; HT-1080-NT fibrosarcoma viability, CellTiter-Glo ATP luminescence, 48 h; Potency, µM (titrated, usually from 46.1 µM), inactives show top-dose activity, negative = less viability, most hits filed as cytotoxic; 1.6% of 360,000 active; AID 686970, 2013;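 also: NT is the 2HG producing partner of a matched IDH1 knockdown line; potency is read from the fitted curve at half-maximal effect; 0% = DMSO-treated cells and -100% = media-only wells without cells; nearly all actives have a fitted effect of over 55% in size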
#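 Viability of the 2HG-overproducing fibrosarcoma line after 48 hours of compound exposure at 37 degrees C was determined by luminescence with CellTiter-Glo, and concentration-effect curves were then fitted and categorized.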
# SW480 rereplic: A quantitative high throughput screen for small molecules that induce DNA re-replication in SW480 colon adenocarcinoma cells | 1.8% of 340,000 active | Potency, µM (doses to about 46.1 µM), for inactives: top-dose re-replication activation, actives largely listed as activators | AID 624297, 2012 | SW480 DNA re-replication, Hoechst DNA content imaging, 48 h; also: potency is read from the fitted curve at half-maximal effect; % of control where 0% means no effect; nearly all actives have a fitted effect of over 55% in size
#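 Treated cells incubate 48 hr (37 C, 5% CO2), are stained 40 min with Hoechst, and nuclear fluorescence is enumerated; a rise in nuclei with high DNA signal marks re-replication.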
# HT1080 IDH1KD tx: qHTS for induction of synthetic lethality in tumor cells producing 2HG: qHTS for the HT-1080-IDH1KD cell line | HT-1080 IDH1 knockdown viability, ATP luminescence, 48 h | Potency, µM (top dose mostly 46.1 µM), without a hit: at the top dose activity, negative = toxicity, most hits filed as cytotoxic | 2% of 360,000 active | AID 686971, 2013;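 also: potency is read from the fitted curve at half-maximal effect; 0% = DMSO wells and -100% = cell-free medium wells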
#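 Using the IDH1-knockdown HT-1080 line run in the same batch and compound series as the NT line, viability after 48 h at 37 °C was determined by CellTiter-Glo luminescence and expressed as % activity.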
# GLP1R cytotox: qHTS of GLP-1 Receptor Inverse Agonists: Cytotox Screen; HEK293 cAMP-luciferase reporter cells, luminescence, 24 h; Potency, µM (titrated, usually from 38.3 µM), inactives show at the top dose activity change, negative = inhibition, most hits filed as inhibitors; 0.13% of 410,000 active;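 also: loss of luciferase light is scored as toxicity; potency is read from the fitted curve at half-maximal effect; % is scaled to controls: 0 for no effect and ±100 for the full control effect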
#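 Here, cytotoxicity is scored as loss of luminescence. The MLSMR collection was tested on cells seeded in medium containing 10% Nu serum, with a 24 hr compound exposure preceded by 12 hours of culture.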
# MCF10A rerep: A quantitative high throughput screen for small molecules that induce DNA re-replication in MCF 10a normal breast cells. MCF 10A DNA re-replication, Hoechst nuclear intensity, 48 h. Potency, µM (highest dose often 46.1 µM), inactives show at the top dose activity, positive = re-replication, actives largely listed as activators. 2.9% of 350,000 active; also: potency is read from the fitted curve at half-maximal effect; % of control where 0% means no effect; nearly all actives have a fitted effect of over 50% in size
# KB-3-1 cytotox: qHTS assay for MDR1-selective chemotherapeutics: Primary screen using the parental adenocarcinoma cell KB-3-1; Potency, µM (doses to about 46.1 µM), inactives show at the highest dose activity change, negative = cytotoxic, actives largely listed as cytotoxic; AID 1347075, 2019; 1.4% of 400,000 active; KB-3-1 viability, CellTiter-Glo ATP luminescence, 72 h; also: potency is read from the fitted curve at half-maximal effect; % is scaled to controls: 0 for no effect and ±100 for the full control effect; nearly all actives have a fitted effect of over 60% in size
#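 Luminescent ATP read-out (CellTiter-Glo) measures survival of drug-naive KB-3-1 cells after 72 h compound exposure at 37 °C. Titration series was screened from lowest to highest concentration, with DMSO vehicle plates as background controls.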
# The depositor's hits bear a star; u = inconclusive; x = not tested or not shown; [ ] = remark or other dose. Unless noted, calls follow the shape of the dose curve; as a rule, active = well fitted curve in the direction sought with a large enough effect; inconclusive = small, poorly fitted or top-dose-only effect, or another doubt; inactive = no such curve, though single readings can be large; an effect the other way counts as inactive or inconclusive. Outcome played no part in choosing rows (roughly 11% active in at least one column).
no. | molecule | D3 ag | IL-1B inflam inh | KB-V1 cytotox | HT1080NT lethal | SW480 rereplic | HT1080 IDH1KD tx | GLP1R cytotox | MCF10A rerep | KB-3-1 cytotox
1 | CC(C)=C1SC(N2CCN(c3cccc(C(F)(F)F)c3)CC2)=NC1=O | 12 | -22 | u | -1% | -1% | -3% | 10% | 11% | -20%
2 | COc1ccc(Cl)cc1NC(=O)CN(C)C(=O)c1cc(-c2ccncc2)nc2ccccc12 | -5 | -25 | u | -12% | 0% | -27% | 1% | 16% | 22%
3 | CCOc1cc(/C=N/NC(=O)C(=O)Nc2cc(Cl)ccc2C)ccc1O | -6 | -11 | 1% | -1% | u | -2% | -6% | u | -5%
4 | Cc1csc(CCc2nc(C)cs2)n1 | 7 | 9 | u | 28% | -2% | 23% | -8% | -3% | 3%
5 | Cc1ccc(C)c(Nc2nnc(-c3ccc(C)c(S(=O)(=O)NCC4CCCO4)c3)c3ccccc23)c1 (stereo not drawn) | 1 | x | -26% | x | x | x | 7% | x | u
6 | O=C(NCc1ccccn1)C1CCN(Cc2cnn(-c3ccccc3)c2-n2cccc2)CC1 | 5 | 29 | -4% | u | -19% | 0% | 6% | 0% | -8%
7 | O=C(NCCc1ccccc1F)[C@@H]1CSC2c3ccccc3C(=O)N21 (stereo partly drawn) | -2 | 9 | 12% | 5% | -1% | 2% | -17% | -6% | 1%
8 | CC(Sc1nnnn1C)C(=O)Nc1ncc(Cl)cc1Cl (stereo not drawn) | 6 | -6 | 10% | 21% | -9% | 7% | 4% | -4% | 5%
9 | CCCn1nc(NC(=O)CC(C)C)c2cc3cccc(C)c3nc21 | 0 | 1 | -6% | 0% | 10µM* | 1% | 281%[activator] | 10µM* | -1%
10 | c1ccc(N2CCN(Cc3nc4ccccc4[nH]3)CC2)nc1 | 0 | 8 | -28% | 18% | -5% | 13% | -6% | 1% | 10%
11 | OC(c1ccc(Cl)cc1)c1ncc(-c2ccccc2Cl)[nH]1 (stereo not drawn) | -8 | -27 | 0% | -21% | x | -27% | 2% | x | 0%
12 | COc1ccc(Cl)cc1NC(=O)CN(C)C(=O)Cn1cnc2c1c(=O)n(C)c(=O)n2C | -7 | 12 | u | -4% | -8% | -7% | -5% | 0% | 6%
13 | Cc1ccnc(SCC(=O)n2c3c(c4ccccc42)CC(C)CC3)n1 (stereo not drawn) | 7 | -2 | 20% | 3% | 4% | 16% | -3% | u | -1%
14 | COc1ccc(CCNC(=O)CS(=O)(=O)c2cn(CC(=O)N3CCCC3)c3ccccc23)cc1OC | 8 | 10 | 0% | 1% | -4% | 22% | 0% | 0% | 7%
15 | CC1(C)CC(=O)C(C=NCCN2CCN(C(=S)Nc3ccc(F)cc3)CC2)=C(O)C1 | -4 | 26 | 9% | u | -10% | -14% | -12% | 0% | -11%
16 | CCOC(=O)C1CCN(S(=O)(=O)c2cccc3nonc23)CC1 | -3 | 42 | 2% | -1% | -15% | 1% | 9% | 2% | 10%
17 | CCOC(=O)c1[nH]c2ccc(OC)cc2c1NC(=S)N1CCN(c2ccc(F)cc2)CC1 | -2 | 26 | 4% | -18% | -6% | -20% | -13% | 5% | 14%
18 | CCC(Sc1nc(N)cc(=O)[nH]1)C(=O)NC(C(=O)OC)c1ccccc1 (stereo not drawn) | 5 | 0 | 11% | 11% | 1% | 8% | 5% | -6% | 5%

# At a glance, 2 of the compounds above:
no. | molecule | D3 ag | IL-1B inflam inh | KB-V1 cytotox | HT1080NT lethal | SW480 rereplic | HT1080 IDH1KD tx | GLP1R cytotox | MCF10A rerep | KB-3-1 cytotox
17 | CCOC(=O)c1[nH]c2ccc(OC)cc2c1NC(=S)N1CCN(c2ccc(F)cc2)CC1 | -2 | 26 | 4% | -18% | -6% | -20% | -13% | 5% | 14%
18 | CCC(Sc1nc(N)cc(=O)[nH]1)C(=O)NC(C(=O)OC)c1ccccc1 (stereo not drawn) | 5 | 0 | 11% | 11% | 1% | 8% | 5% | -6% | 5%

# Values in list order from above.
# Entries 3 to 13 in KB-V1 cytotox: 1%, u, -26%, -4%, 12%, 10%, -6%, -28%, 0%, u, 20%

# Structural class, the entries above containing an NH in an aromatic ring (four)
no. | molecule | D3 ag | IL-1B inflam inh | KB-V1 cytotox | HT1080NT lethal | SW480 rereplic | HT1080 IDH1KD tx | GLP1R cytotox | MCF10A rerep | KB-3-1 cytotox
10 | c1ccc(N2CCN(Cc3nc4ccccc4[nH]3)CC2)nc1 | 0 | 8 | -28% | 18% | -5% | 13% | -6% | 1% | 10%
11 | OC(c1ccc(Cl)cc1)c1ncc(-c2ccccc2Cl)[nH]1 (stereo not drawn) | -8 | -27 | 0% | -21% | x | -27% | 2% | x | 0%
17 | CCOC(=O)c1[nH]c2ccc(OC)cc2c1NC(=S)N1CCN(c2ccc(F)cc2)CC1 | -2 | 26 | 4% | -18% | -6% | -20% | -13% | 5% | 14%
18 | CCC(Sc1nc(N)cc(=O)[nH]1)C(=O)NC(C(=O)OC)c1ccccc1 (stereo not drawn) | 5 | 0 | 11% | 11% | 1% | 8% | 5% | -6% | 5%

# Structural class: those above containing an aryl thioether with sulfur outside any ring
no. | molecule | D3 ag | IL-1B inflam inh | KB-V1 cytotox | HT1080NT lethal | SW480 rereplic | HT1080 IDH1KD tx | GLP1R cytotox | MCF10A rerep | KB-3-1 cytotox
8 | CC(Sc1nnnn1C)C(=O)Nc1ncc(Cl)cc1Cl (stereo not drawn) | 6 | -6 | 10% | 21% | -9% | 7% | 4% | -4% | 5%
13 | Cc1ccnc(SCC(=O)n2c3c(c4ccccc42)CC(C)CC3)n1 (stereo not drawn) | 7 | -2 | 20% | 3% | 4% | 16% | -3% | u | -1%
18 | CCC(Sc1nc(N)cc(=O)[nH]1)C(=O)NC(C(=O)OC)c1ccccc1 (stereo not drawn) | 5 | 0 | 11% | 11% | 1% | 8% | 5% | -6% | 5%
